# KKLEB cytotox: reduces viability of KKLEB cystic fibrosis airway cells. AID 602141. hit rate 0.36% among 360,000. KKLEB CF airway cells viability, ATPlite luminescence, overnight; hits give low values; cells stimulated with P. aeruginosa culture filtrate. activity change (cytotoxicity), % at 5 µM;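 active = corrected activity change at or below -50% at 5 µM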
# CF NFkB inh: blocks PAF-induced NF-kB reporter in cystic fibrosis cells | KKLEB NF-kB-GFP reporter, GFP fluorescence overnight | inhibition, % at 5 µM | hit rate 0.86% among 360,000 | AID 588850;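 active = at least 50% inhibition at 5 µM, scaled per plate between neutral and stimulator controls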;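 note: PAF is a Pseudomonas aeruginosa culture filtrate used as stimulus; plate controls were PAF-stimulated DMSO wells for no effect and unstimulated DMSO wells for full effect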
# NR2E3 ag-1: agonists of human NR2E3 nuclear receptor | CHO-S Gal4-NCOR/VP16-NR2E3 two-hybrid, luciferase | Q9Y5X4 | inhibition of corepressor binding, % at 3.98 µM | hit rate 0.35% among 360,000 | AID 602229;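 active = inhibition above the mean of all tested compounds plus 3 SD, cut at about 70% in these data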;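 note: 0% = DMSO with NR2E3 transfected cells and 100% = cells lacking NR2E3 construct; higher means lower luciferase signal from less NR2E3 corepressor binding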
# Target sequence (Q9Y5X4 whole entry, looked up, the tested form may be a part): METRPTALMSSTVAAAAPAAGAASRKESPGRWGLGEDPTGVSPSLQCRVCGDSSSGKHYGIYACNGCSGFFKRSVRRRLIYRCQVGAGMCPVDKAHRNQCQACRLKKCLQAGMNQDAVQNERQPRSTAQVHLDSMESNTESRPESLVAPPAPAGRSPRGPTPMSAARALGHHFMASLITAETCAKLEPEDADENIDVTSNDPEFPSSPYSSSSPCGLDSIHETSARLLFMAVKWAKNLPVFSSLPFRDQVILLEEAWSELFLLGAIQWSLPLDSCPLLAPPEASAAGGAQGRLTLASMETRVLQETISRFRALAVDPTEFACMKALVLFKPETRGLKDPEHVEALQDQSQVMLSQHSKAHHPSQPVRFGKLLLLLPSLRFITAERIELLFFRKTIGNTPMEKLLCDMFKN
# HIF-2a inh: HIF-2a inhibition; inhibition, % at 18.8 µM; 786-0 RCC cells HIF-2a reporter, luciferase luminescence, overnight; hit rate 0.72% among 360,000; AID 624352;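 active = inhibition of the luminescence signal of 40% or more relative to plate controls, in a single-dose primary screen at 18.75 µM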
# NR2E3 ag-2: NR2E3 (human) agonism; Q9Y5X4; GST-NR2E3/biotin-RetCOR TR-FRET, 1536-well; inhibition of corepressor binding, % at 4.78 µM; hit rate 0.12% among 320,000; AID 2300;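 active = percent inhibition above the cutoff of mean plus 3 SD of all tested compounds, set per screening campaign, cut at about 20% in these data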;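 note: 0% = DMSO wells and 100% = biotin wells as full block of FRET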
#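 Material: NR2E3–RetCOR corepressor complex / Incubation: Compound–protein incubation for 5 h at 4 °C / Dosing: compound at 4.8 µM, single dose / Detection: time-resolved FRET / Benchmarks: high control biotin, low control 0.6% DMSO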
# TRPM1 prom inh: reduces MITF-dependent TRPM1 promoter luciferase signal. SK-MEL-5 TRPM1 promoter luciferase, 24 h. inhibition, % at 12.5 µM. hit rate 0.83% among 330,000. AID 488899;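 active = mean inhibition across replicates of 60% or more, whatever share of single replicates reaches that level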; note: values of inactives mirror those of a sister screen read the other way
# TRAIL sens C8: sensitizes caspase-8 expressing cells to TRAIL; NB7+C8 cells + TRAIL, ATPlite viability luminescence; inhibition (viability loss, TRAIL sensitization), % at 10 µM; hit rate 1% among 360,000; AID 624354;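 active = compounds causing at least 50% loss of cell viability in the single-dose screen, relative to plate controls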
# Peg3 prom inh: Peg3 promoter activity inhibition. HeLa PEG-Prom luciferase reporter, luminescence, overnight. hit rate 1.7% among 360,000. inhibition, % at 20 µM. AID 588405;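 active = inhibition of at least 50% at 20 µM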
# LMP1 NFkB inh: reduces LMP1-driven NF-kappaB luciferase signal. LMP1-induced NF-kappaB luciferase reporter cells, luminescence. inhibition, % at 12.5 µM. hit rate 0.69% among 350,000. AID 504558; in the data active = inhibition above about 41%;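 note: 0% = neutral control wells and 100% = reference inhibitor control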
# Shn3 3UTR inh: Schnurri-3 reporter inhibition in Clone20 osteoblasts; Clone20 osteoblast Shn3 3'UTR firefly luciferase, 24 h; inhibition, % at 12.5 µM; hit rate 0.52% among 360,000;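 active = mean inhibition of at least 75% with every replicate also reaching 75%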;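 note: 0% = median of neutral control wells and 100% = pilot-screen positive control compound; some compounds past the cut are filed as inactive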
# iPSC survival up: increases survival of single human iPS cells | AID 602274 | hit rate 0.044% among 360,000 | survival enhancement, % at 20 µM | hiPSC single-cell survival, ATPlite luminescence; 100% = ROCK inhibitor wells, 0% = DMSO; in the data active = survival enhancement above about 18%;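 note: cells exposed to compounds for 16 hours before the ATP read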
# * hit, by the source's call; . = not tested or not shown. This is a subset; rates above refer to the full screens.
SMILES,KKLEB cytotox,CF NFkB inh,NR2E3 ag-1,HIF-2a inh,NR2E3 ag-2,TRPM1 prom inh,TRAIL sens C8,Peg3 prom inh,LMP1 NFkB inh,Shn3 3UTR inh,iPSC survival up
Cc1ccc(-n2c(SCC(=O)Nc3ccc4cn[nH]c4c3)nnc2-c2ccco2)cc1,-8,0,14,30,3,8,-5,25,5,6,4.3
CCN(CC)Cc1ccc(OC)c(Cl)c1,-3,-20,3,13,3,.,12,7,.,-3,-0.8
CCCNC(=O)CN1C(=O)NC(CCSC)C1=O (configuration not stated),-1,3,19,4,2,-10,4,-17,6,17,-0.1
COc1ccc(OC)c(NC(=O)C(=O)NCc2ccncc2)c1,-7,7,-6,-6,1,13,-6,12,-23,0,-0.1
NC(=O)c1ccsc1NC(=O)COC(=O)/C=C/c1ccccc1,9,-2,-27,-14,-5,-14,15,-14,6,3,2.0
Cc1nc2sc(C(c3cccc(F)c3)N3CCOCC3)c(O)n2n1 (configuration not stated),1,16,-6,15,0,15,5,9,-7,3,-1.8
CCOC(=O)c1[nH]c2ccccc2c1NC(=O)C(CC)CC,2,25,12,17,-3,-7,5,12,-3,6,-0.8
CC1Cc2ccccc2N1C(=O)Cc1cccs1 (configuration not stated),6,-13,-4,0,0,-12,-18,4,-7,12,-0.6
CCOc1ccccc1NC(=O)Nc1cnccn1,-3,28,14,9,7,8,-8,-18,0,-40,-0.8
CCc1ccc(NC(=O)C(=O)NCCN2CCN(C(=O)c3ccco3)CC2)cc1,18,-13,-6,-6,7,22,-4,2,2,7,1.4
CCN1C(=O)[C@H]2[C@@H](c3ccc(-c4cc(C(C)=O)cs4)cc3)N3CCC[C@@]3(C(=O)OC)[C@H]2C1=O,-11,-4,25,-3,-2,-9,1,30,-6,31,-0.8
C=CC[C@H](CC(=O)NCCO)C(=O)NCCOC(=O)[C@@H](CC=C)CC(=O)OC(C)(C)C,6,-6,1,8,.,-12,-14,-8,-6,-21,7.2
O=C(c1cccnc1)N1CCN(S(=O)(=O)c2ccc(Cl)cc2)CC1,3,-7,-2,10,-2,8,11,-4,-2,-7,-2.0
CCc1nc2ccc(C(=O)N(C)CCCN(C)C)cn2c1N(C=O)CCC(C)C,1,17,-3,12,.,.,-5,2,.,11,-1.5
Cc1ccccc1NC(=S)N(Cc1ccccc1)Cc1cccnc1,0,0,7,18,0,-12,-5,21,-1,7,1.0
Cc1sc2ncnc(NCc3cccs3)c2c1C,-19,-48,78*,-31,3,16,26,-15,-12,77,-1.4
COc1ccc2cc(C#N)c(SCC(=O)N3CCCC3)nc2c1,-4,8,-3,-61,3,-23,8,-61,3,-19,2.3
COc1cn(-c2ccccc2)nc1C(=O)Nc1ccc(C)cc1Cl,9,-22,-44,-80,6,-10,7,-74,-7,-9,0.9
CCOc1ccc(NC(=O)CCNS(=O)(=O)c2ccc(Br)s2)cc1,8,-9,29,16,-2,5,12,20,-2,9,2.8
COc1cc(NC(=O)CN2C(=O)COc3ccc(S(=O)(=O)N4CCCCC4)cc32)cc(OC)c1,10,-21,-19,15,0,15,2,10,-6,16,0.6
CC(=O)N1CCN(c2ccc(Oc3ccc([N+](=O)[O-])c(C(F)(F)F)c3)cc2)CC1,-7,12,100*,6,2,17,24,18,19,78,0.5
COC(=O)Cn1cc(C(=O)c2cccs2)c2ccccc21,-2,0,-30,10,-1,-3,2,8,13,6,-2.1
Cc1ccc(S(=O)(=O)c2c(N)n(CCCO)c3nc4ccccc4nc23)cc1,-4,15,4,8,3,-2,-11,30,3,-3,3.8
CC1CCCN(S(=O)(=O)c2cccc(C(=O)NCc3ccco3)c2)C1 (configuration not stated),-2,12,-2,6,-1,-7,-5,6,-3,0,-1.7
O=C(O)c1cnc(-c2ccccc2)nc1-c1ccccc1,1,-3,3,11,1,4,-4,8,-1,-12,3.3

# Remaining list, next part:
SMILES,KKLEB cytotox,CF NFkB inh,NR2E3 ag-1,HIF-2a inh,NR2E3 ag-2,TRPM1 prom inh,TRAIL sens C8,Peg3 prom inh,LMP1 NFkB inh,Shn3 3UTR inh,iPSC survival up
COc1ccc(Cn2nnnc2C(c2cccs2)N2CCN(c3ccc([N+](=O)[O-])cc3)CC2)cc1 (configuration not stated),-25,-14,-2,13,3,6,-12,17,11,12,-0.9
CCN(CC1CCCO1)C(=O)CCc1nnc(CCc2ccccc2)o1 (configuration not stated),8,10,-13,-193,.,.,-14,-160,3,-30,4.0
COc1cccc(OC)c1C(=O)N1CCN(Cc2ccccc2C(F)(F)F)CC1,-9,10,-20,15,0,-7,0,21,30,32,0.1
CC1=C(C#N)C(C)C2=C(CC(C)(C)CC2=O)N1 (configuration not stated),3,-6,-3,11,0,0,0,1,-2,-22,0.3
C[C@@H]1CN([C@@H](C)CO)C(=O)CCCn2nncc2CO[C@H]1CN(C)S(=O)(=O)c1ccc(C#N)cc1,10,-3,-30,10,.,.,-13,-8,1,-20,0.6
Cn1c(=O)[nH]c(=O)c2c1nc(SCCN1CCCCC1)n2Cc1ccccc1,-12,10,-19,30,1,-3,3,17,-17,-10,-0.2
O=C(CNCc1ccc(Cl)cc1)Nc1cc(S(=O)(=O)N2CCCC2)ccc1Cl,4,12,21,10,.,9,8,14,2,10,-0.5
O=c1[nH]nc(SCCS(=O)(=O)c2ccc(F)cc2)n1-c1ccccc1C(F)(F)F,-18,22,6,-8,-1,6,12,-139,10,-4,2.3
Cn1nnnc1SCc1ccc(C(=O)Nc2ccccc2F)cc1,10,-7,-12,-111,3,-47,-2,-140,-15,-71,-2.4
CC(=O)c1cccc(S(=O)(=O)N2CCC(C(=O)O)CC2)c1,16,-14,11,16,1,-2,-6,0,-3,-2,-0.1
O=C(Nc1ccncc1)c1ccc(Cl)cc1,6,-4,13,-19,-3,-10,-16,-5,1,23,0.1
COc1ccccc1NS(=O)(=O)c1cc([N+](=O)[O-])ccc1N/N=C/c1c[nH]c2ccccc12,-16,-23,3,-33,1,8,10,37,-11,24,1.7
Cc1cccn2c(CNCC(C)Oc3cccnc3)c(C(=O)N3CCOCC3)nc12 (configuration not stated),-8,-15,0,13,-2,-1,-11,11,-7,-5,0.6
COC(=O)c1c[nH]n2c(=O)c(Cc3ccc(F)cc3Cl)c(C)nc12,2,-11,-8,1,1,7,-2,3,1,-11,-2.0
COc1ccc(CCC(=O)OCc2csc(CC(=O)Nc3ccccc3C)n2)cc1,7,-2,5,5,-1,-7,4,9,-4,-5,-0.4
O=C(NCc1ccc2c(c1)OCO2)c1ccc(N2CCCC2=O)cc1,-2,-6,-7,-54,6,-13,4,-24,-3,-6,0.9
Cc1ccc(C(=O)CCC(=O)N2CCN(c3ccccc3O)CC2)cc1,11,-61,49,5,1,-4,5,23,-10,4,-0.3
CCN(CC)CCNC(=O)c1ccc(NC(=O)c2cccc(S(=O)(=O)N3CCCCCC3)c2)cc1,1,-14,4,13,.,1,-6,8,-10,2,-3.0
CN(CC(=O)Nc1ccc(Cl)c(C(F)(F)F)c1)C(=O)C1CC(=O)N(C2CCCC2)C1 (configuration not stated),-9,31,-9,12,3,-11,0,16,-2,5,-1.7
O=C1COc2ccc(C(=O)CSc3nnnn3-c3ccccc3)cc2N1,1,6,-7,5,-4,0,-3,3,1,51,4.9
O=C(NC1=NCCS1)c1ccccc1OCc1ccccc1Cl,0,0,3,1,-3,-2,-5,7,-1,4,0.9
Cn1ccc(C(=O)Nc2ccc3c(c2)OCCO3)n1,6,-18,-188,-86,5,-6,39,-33,31,-56,-0.4
Cn1c(NCc2cccnc2)nc2cc(-c3cccc(C(=O)NCCO)c3)sc2c1=O,-3,5,-13,-7,.,.,-19,1,.,0,-2.4
C=CCN1C(=O)N/C(=C/c2ccc(C)o2)C1=O,1,-9,-19,40*,1,13,-5,-15,-4,2,-2.5
Cc1[nH]n(-c2ccccc2)c(=O)c1N=O,-1,16,-11,7,-5,24,1,4,-1,-16,0.6

# More entries follow:
SMILES,KKLEB cytotox,CF NFkB inh,NR2E3 ag-1,HIF-2a inh,NR2E3 ag-2,TRPM1 prom inh,TRAIL sens C8,Peg3 prom inh,LMP1 NFkB inh,Shn3 3UTR inh,iPSC survival up
Cc1ccc(SC[C@H](C)CN2CC[C@H](NC(=O)OCc3ccccc3)CCC2=O)cc1,-8,-17,0,5,0,-1,-14,15,-7,6,-0.8
COc1ccc(NC(=O)CCSc2nnnn2C)cc1,-4,11,-27,-91,5,-43,-3,-69,0,-27,0.7
COc1ccc(CN2CCN(c3ncnc4scc(-c5ccc(F)cc5)c34)CC2)cc1,-4,14,-15,9,5,-8,-12,19,-1,24,-0.3
O=C(CC1CC2CCC1C2)N1CCN(S(=O)(=O)c2ccccc2[N+](=O)[O-])CC1 (configuration not stated),7,-13,10,12,4,-10,-7,11,1,15,0.1
Cc1ccc(OCc2cnc(Cl)s2)c(C)c1,2,-5,-19,-133,-3,-81,6,-118,-17,-18,-0.7
N/C(=N\OC(=O)COc1ccc(Br)cc1)c1ccncc1,2,-1,-19,-166,2,-12,7,-168,-13,-18,-0.7
COc1cc(CCC(O)CC(=O)CCc2ccccc2)ccc1O (configuration not stated),-4,11,1,8,1,2,7,3,-6,-11,-0.4
O=C(COc1ccc(Cl)cc1Cl)Nc1ccc(Cl)cn1,-28,10,-41,-97,4,-86,65*,-197,-35,-39,-2.7
COC(=O)c1cccc(NC(=O)c2cnccn2)c1,6,5,5,-1,.,12,13,-7,-3,0,-0.9
COc1ccccc1CN1C(=O)C(Cc2ccccc2)ON=C1c1ncccc1C (configuration not stated),12,-12,-21,1,.,.,24,5,.,-25,0.5
C=CCn1c(SCC(=O)c2ccc(Br)cc2)nnc1C(CC(C)C)NC(=O)c1cccs1 (configuration not stated),2,-10,18,17,3,9,7,2,10,8,2.0
CCc1ccc2c(c1)c1nc(C)sc1n2CC(=O)OC,4,2,-29,-13,2,-2,-10,-1,-10,-14,1.3
Cc1nc2ccccc2c(=O)n1/N=C/c1ccccc1,-2,0,-28,-104,-5,-14,6,-48,-5,7,2.9
O=C(NC1=NCCS1)c1ccc(-c2ccc(Cl)cc2)o1,0,-20,-107,-258,-1,-69,43,-329,-44,-60,-4.3
C#CC1(O)CCC2C3CCc4cc(O)cc(C)c4C3CCC21C (configuration not stated),-24,12,25,-28,.,0,3,-21,1,-16,3.6
COCC(=O)n1nc(-c2ccccc2)nc1NCc1ccccc1,2,22,-61,-148,.,-13,12,-114,-22,-38,-0.7

# Laid out differently: 2 of the compounds above
> COc1ccc(CN2CCN(c3ncnc4scc(-c5ccc(F)cc5)c34)CC2)cc1
- KKLEB cytotox = -4
- CF NFkB inh = 14
- NR2E3 ag-1 = -15
- HIF-2a inh = 9
- NR2E3 ag-2 = 5
- TRPM1 prom inh = -8
- TRAIL sens C8 = -12
- Peg3 prom inh = 19
- LMP1 NFkB inh = -1
- Shn3 3UTR inh = 24
- iPSC survival up = -0.3

> O=C(CC1CC2CCC1C2)N1CCN(S(=O)(=O)c2ccccc2[N+](=O)[O-])CC1 (configuration not stated)
- KKLEB cytotox = 7
- CF NFkB inh = -13
- NR2E3 ag-1 = 10
- HIF-2a inh = 12
- NR2E3 ag-2 = 4
- TRPM1 prom inh = -10
- TRAIL sens C8 = -7
- Peg3 prom inh = 11
- LMP1 NFkB inh = 1
- Shn3 3UTR inh = 15
- iPSC survival up = 0.1

# Screening results from PubChem.
